Source: PubChem BioAssay
RORgamma inh: qHTS for inhibitors of ROR gamma transcriptional activity; Drosophila S2 Gal4-RORgamma UAS-luciferase reporter, 20 h; Potency, µM (highest dose often 53.6 µM), for inactives: at the highest dose activity change, negative = inhibition, actives largely listed as inhibitors; 5.4% of 310,000 active; note: % is set by controls: 0 for no effect and ±100 for the full control effect; nearly all actives have a fitted effect of over 60% in size
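Luciferase reporter read in Schneider cells carrying Gal4-RORγ (mouse) and UAS-Photinus luciferase; cells given compound 1 h before 700 uM copper sulfate induction, then incubated 20 h at ambient temperature.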
ELG1 genotoxic: qHTS screen for small molecules that induce genotoxicity in human embryonic kidney (HEK293T) cells expressing luciferase-tagged ELG1 | AID 504466, 2011 | Potency, µM (doses to about 46 µM), for inactives: top-dose activity change, positive = activation, hits mostly activators | HEK293T ELG1-luciferase reporter, luminescence, 16 h | 1.3% of 330,000 active; note: % of control where 0% means no effect; nearly all actives have a fitted effect of over 60% in size
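HEK293T cells expressing luciferase-tagged ELG1 were treated with compound or DMSO for 16 hr at 37°C. Luciferase activity was then read after 30 min with ONE-Glo at room temperature; rising signal flags genetic stress.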
uPA generation: qHTS for Inhibitors of Cell Surface uPA Generation | Potency, µM (top dose mostly 38.3 µM), for inactives: at the highest dose activity change, negative = inhibition, most hits filed as inhibitors | cell surface uPA generation assay, qHTS | AID 540303, 2011 | 0.31% of 330,000 active; active = well fitted inhibition curve with a large enough effect; inconclusive = small, poorly fitted or top-dose-only effect; inactive = no such curve, though single readings can be large or run the other way; tested in mouse RAW 264.7 cells; note: % is set by controls: 0 for no effect and ±100 for the full control effect; nearly all actives have a fitted effect of over 55% in size
Rab9 promoter act: qHTS Assay for Rab9 Promoter Activators | Huh7 Rab9 promoter-luciferase reporter, luminescence, 24 h | Potency, µM (highest dose often 9.22 µM), for inactives: at the highest dose activation, negative = inhibition, actives largely listed as activators | 2.8% of 320,000 active | AID 485297, 2010; note: % of control where 0% means no effect; nearly all actives have a fitted effect of over 60% in size
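Luminescence read-out: Huh7 cells stably expressing Rab9-luciferase, treated 24 h with compound at 37 °C, then lysed with luciferase reagent for 10 min at ambient before reading.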
NPC1 prom act: qHTS Assay for NPC1 Promoter Activators | Huh7 NPC1 promoter luciferase reporter, 24 h | 2.4% of 320,000 active | Potency, µM (doses to about 9.22 µM), inactives show top-dose activation, usual class: activators | AID 485313, 2010;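 note: % of control where 0% means no effect; nearly all actives have a fitted effect of over 60% in size; reporter is driven by a mutant NPC1 promoter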
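Huh7 reporter cells (NPC1 promoter driving luciferase) are dosed with compound for 24 h at 37 °C, 5% CO2; luciferase detection reagent is then added and luminescence measured after 10 min at ambient temperature.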
Gal4-VP16 FLuc: VP16 counterscreen qHTS for inhibitors of ROR gamma transcriptional activity; Drosophila S2 Gal4-VP16 UAS-luciferase, luminescence, 20 h; Potency, µM (series often up to 53.6 µM), for inactives: at the top dose activity, negative = inhibition, hits mostly inhibitors; 3.5% of 310,000 active;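 note: Gal4-VP16 expression switched on by copper sulfate through the metallothionein promoter; % is set by controls: 0 for no effect and ±100 for the full control effect; nearly all actives have a fitted effect of over 50% in size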
BRCA1 expr up: qHTS Assay to Identify Small Molecule Activators of BRCA1 Expression | AID 624202, 2012 | Potency, µM (top dose mostly 46.1 µM), for the others: top-dose activation, hits mostly activators | MCF7-BRCA1-FFLuc reporter, luminescence, 48 h; response scale: scaled: vehicle 0%, 10 µM genistein 100% | 1.1% of 380,000 active; note: nearly all actives have a fitted effect of over 80% in size; some results filed as inactive show a strong effect at the top dose
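MCF7-BRCA1-FFLuc, 2000 cells/well; 2 h attach, 37 °C/5% CO2; compound 48 h; luciferase substrate 15 min; luminescence end-point. Norm. to genistein 10 microM max activation and DMSO; concentration-response curves fitted.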
p53 reactivator: qHTS assay for re-activators of p53 using a Luc reporter | Potency, µM (doses to about 92.2 µM), for inactives: at the highest dose activity change, positive = activation, most hits filed as activators | 0.063% of 320,000 active | AID 504706, 2011 | H1299 p53-A138V BP100-luciferase reporter, luminescence, 24 h; note: % of control where 0% means no effect; nearly all actives have a fitted effect of over 45% in size
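H1299 (p53-null), stable ts p53-A138V + BP100-Luc; 1000 cells/well, Opti-MEM/10% FBS; cpd 4 pt, 1:5; 24 h, 37 deg C, 5% CO2; detection reagent 10 min RT; luminescence.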
FLuc modulator: qHTS profiling assay for firefly luciferase inhibitor/activator using purifed enzyme and Km concentrations of substrates (counterscreen for miR-21 project); Luciferin 4-monooxygenase (Photinus pyralis), P08659; Potency, µM (series often up to 57.5 µM), for the others: at the top dose activity change, negative = inhibition, actives largely listed as inhibitors; purified FLuc, Km substrates, luminescence inhibition; 6.9% of 360,000 active;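 note: plate controls were vehicle for no effect and reference inhibitor for full effect; nearly all actives have a fitted effect of over 55% in size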
Target sequence (P08659 whole entry, looked up): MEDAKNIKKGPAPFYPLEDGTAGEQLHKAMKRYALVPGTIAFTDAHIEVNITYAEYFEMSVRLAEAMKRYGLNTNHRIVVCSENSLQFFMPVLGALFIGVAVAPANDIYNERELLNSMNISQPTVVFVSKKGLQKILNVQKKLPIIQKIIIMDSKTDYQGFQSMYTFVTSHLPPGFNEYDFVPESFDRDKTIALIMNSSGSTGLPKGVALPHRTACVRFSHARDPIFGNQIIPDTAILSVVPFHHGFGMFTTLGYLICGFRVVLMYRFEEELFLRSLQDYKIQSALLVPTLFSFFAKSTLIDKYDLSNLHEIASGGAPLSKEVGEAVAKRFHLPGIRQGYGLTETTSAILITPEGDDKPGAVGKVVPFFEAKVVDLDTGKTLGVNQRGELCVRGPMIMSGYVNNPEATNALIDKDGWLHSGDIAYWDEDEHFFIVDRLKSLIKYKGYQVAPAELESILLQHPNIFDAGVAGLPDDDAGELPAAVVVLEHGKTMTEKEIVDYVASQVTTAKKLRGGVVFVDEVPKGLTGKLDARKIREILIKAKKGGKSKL
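Biochemical qHTS of compounds, final roughly 60 µM downward over six points, against 10 nM purified firefly luciferase using Km concentrations of substrates (10 uM D-luciferin, 10 uM ATP) in Tris acetate pH 7.5 buffer; luminescence output.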
MBNL1 CUG block: qHTS Assay for Inhibitors of MBNL1-poly(CUG) RNA binding | TR-FRET MBNL1-His/biotin-(CUG)12 binding, 665/545 ratio | 0.036% of 280,000 active | Potency, µM (doses to about 57.5 µM), for the others: at the highest dose activity change, negative = inhibition, actives largely listed as inhibitors; active = well fitted inhibition curve with a large enough effect in the signal ratio, with a control signal flat, not every such curve was filed as active; inconclusive = small, poorly fitted or top-dose-only effect, or effect the other way, or a change in a side signal; inactive = no such curve, though single readings can be large or run the other way; the % refers to the signal ratio; note: % is set by controls: 0 for no effect and ±100 for the full control effect
Target sequence (Q9NR56 whole entry, looked up): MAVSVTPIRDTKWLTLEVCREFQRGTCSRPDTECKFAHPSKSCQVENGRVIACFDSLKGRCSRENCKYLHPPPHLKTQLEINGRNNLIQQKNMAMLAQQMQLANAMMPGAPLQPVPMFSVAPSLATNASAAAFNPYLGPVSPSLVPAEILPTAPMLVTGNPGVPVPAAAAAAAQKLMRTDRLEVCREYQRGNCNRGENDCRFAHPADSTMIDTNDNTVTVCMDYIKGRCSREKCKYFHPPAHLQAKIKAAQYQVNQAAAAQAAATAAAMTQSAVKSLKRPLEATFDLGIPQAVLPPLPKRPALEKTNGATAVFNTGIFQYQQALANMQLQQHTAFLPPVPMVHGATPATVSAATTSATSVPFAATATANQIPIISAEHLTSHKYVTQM
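TR-FRET readout: Ex 340 nm, 665/545 nm emission ratio, normalized to buffer-only (basal) and MBNL1-(CUG)12 controls. Complex of MBNL1-His with Biotin-(CUG)12, compounds 92 nM–58 uM, incubated 60 min at room temperature.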
The depositor's hits bear a star; u = inconclusive; x = no result given; [ ] = dose if it differs, or a comment. Unless noted, calls come from the whole dose curve; as a rule, active = well fitted curve in the direction sought with a large enough effect; inconclusive = small, poorly fitted or top-dose-only effect, or another doubt; inactive = no such curve, though single readings can be large; an effect the other way counts as inactive or inconclusive. Potency is the fitted concentration of half-maximal effect.

SMILES | RORgamma inh | ELG1 genotoxic | uPA generation | Rab9 promoter act | NPC1 prom act | Gal4-VP16 FLuc | BRCA1 expr up | p53 reactivator | FLuc modulator | MBNL1 CUG block
CC(C)C/C(=N/O)c1cn(C)c2ccccc12 | 31% | 0% | 2% | -8% | 0% | -11% | 5% | 3% | -11% | 5%
CCCOc1ccc(C(=O)NC(=S)N2C[C@H]3C[C@H](C2)c2cccc(=O)n2C3)cc1 | 8.9µM* | 8% | -5% | 10% | 11% | u | 12% | x | u | 0%
O=C1C2CCN(CC2)C1Cc1ccc(OCc2ccccc2)cc1 (centres undefined) | 4% | 1% | -3% | -4% | 0% | -11% | 10% | 8% | u | 5%
COc1ccc(S(=O)(=O)NC(CC(=O)N2CCC3(CC2)OCCO3)C(C)C)cc1 (centres undefined) | 3% | 2% | 2% | -1% | -2% | -5% | -4% | -1% | 2% | -10%
CC1=CC2/C=C(\C)CCC(O)C(O)/C=C/C(=O)C23C(=O)NC(CC(C)C)C3C1C (centres undefined) | 5µM* | -20% | 1µM* | -43%[inhibitor] | -41%[inhibitor] | 7.1µM* | -89%[inhibitor] | -12% | -1% | -8%
O=C1C=C2C=C[C@@H]3CC2(O1)[C@H]1CCCCN31 | x | u | u | 2% | -8% | x | -15% | -16% | -1% | x
O=C1NC(=O)C2(Cc3cc([N+](=O)[O-])ccc3N3CCN(C(=O)c4ccccc4)CC32)C(=O)N1 (centres undefined) | 4% | -1% | 7% | -10% | 2% | 8% | 3% | 2% | -2% | u
CN(Cc1ccccc1)C(=C(Cl)Cl)/C(=C1/NCCN1Cc1ccc(Cl)nc1)[N+](=O)[O-] | -32% | -9% | -7% | 5% | -2% | 1% | -11% | -2% | 0% | 2%
CN(C)c1ccc(CCN2CCOCC2)cc1 | x | u | 8% | 1% | 3% | x | 15% | u | 17µM* | x
CC(C)Oc1cccc(NC(=O)c2cccn(Cc3ccc4c(c3)OC(F)(F)O4)c2=O)c1 | -40% | -4% | 5% | -2% | 0% | u | -34% | 12% | -16% | -14%
O=C(CSC(=S)N1CCCCC1)c1c(F)cccc1F | -16% | u | u | 1.4µM* | 1.1µM* | 7% | u | u | 2.1µM* | 2%
CCCCSC1=NN1c1nc(N)nc(C)c1CC | 3% | -1% | 0% | -2% | 0% | u | -8%[1.84 µM] | -1% | 6% | 2%
c1ccc2c(c1)Sc1ccccc1N2CC1CN2CCC1CC2 (centres undefined) | u | 0% | 3% | 0% | -5% | u | -1% | -7% | 1% | x
O=P(Nc1cccnc1)(Oc1ccccc1)Oc1ccccc1 | 36% | 0% | 6% | 0% | 0% | -3% | -6% | -5% | -3% | x
CC(=O)Nc1ccc(OC(=O)N(C)c2ccc(C)cc2)cc1 | 14% | 4% | -2% | -2% | 0% | 2% | 19% | x | 6% | 1%
CCCC(CCC)C(=O)OC[N+](C)(C)CCOC(=O)C(O)(c1ccccc1)C1CCCC1 (centres undefined) | -1% | -1% | -13% | -1% | 1% | 9% | 5% | 3% | -12% | -4%
O=C1NC(=O)N(Cc2ccc(F)cc2)C(=O)/C1=C\C=C\c1ccco1 | u | -12% | -14% | -8% | -5% | u | -56% | -13% | u | 5%
CC1CCSP(=O)(Oc2ccccc2)O1 (centres undefined) | -1% | -5% | -2% | -1% | 4% | -7% | -3% | -1% | -1% | x
Cc1[nH]c2ccccc2c1C(=O)CN1CC=C(c2ccccc2)CC1 | 36% | 1% | 8% | -8% | -1% | -3% | -23% | 4% | -2% | 0%
O=C(/C=C/c1ccc(Br)cc1)NC(=S)N1C[C@H]2C[C@H](C1)c1cccc(=O)n1C2 | 18µM* | 3% | 5% | 1% | 2% | -9% | 7% | x | -14% | u
FC(F)(F)c1ccc(CNCCc2c[nH]c3ccccc23)cc1 | -18% | -6% | -1% | 7% | -4% | 3% | -8% | x | -1% | -6%
COc1ccc(NC2=NCC(C)S2)cc1 (centres undefined) | -29% | 5% | -5% | 14% | 2% | 17% | x | u | -5% | -18%
CCOC(=O)Cn1cc(C=C2C(=O)N(C)C(=O)N(C)C2=O)c2ccccc21 | -1% | 1% | 1% | 3% | 1% | -5% | -25% | -3% | 1% | 1%
C=CCC1C(=O)NC(=S)NC1=O | 18% | 1% | 3% | -4% | -5% | -5% | 3% | 1% | -17% | -4%
CCC(C)C12CN3CCN(CC(C)(C3)C1O)C2 (centres undefined) | 0% | 0% | 2% | -11% | -2% | -2% | -2% | 0% | 0% | -1%
(further entries)
SMILES | RORgamma inh | ELG1 genotoxic | uPA generation | Rab9 promoter act | NPC1 prom act | Gal4-VP16 FLuc | BRCA1 expr up | p53 reactivator | FLuc modulator | MBNL1 CUG block
O=P(N1CCCCC1)(N1CCCCC1)C(Cl)(Cl)Cl | -12% | -3% | -5% | 5% | 0% | 9% | -3%[1.84 µM] | -4% | 3% | 0%
COc1c(C)cc(C(=O)C2CCCN(Cc3ccccn3)C2)cc1C (centres undefined) | 2µM* | -6% | -6% | -15% | -3% | 10µM* | -23% | -4% | 1% | 2%
CSc1nn(-c2ccc(C(=O)OCC(=O)NC(=O)NC(C)C)cc2)c(=S)s1 | 36% | 1% | 4% | 10% | 0% | 5% | -8% | 8% | u | -16%
CC(=NCc1ccc2c(c1)OCO2)c1c(O)[nH]c(=O)[nH]c1=O | -9% | -2% | -7% | 1% | 4% | 4% | -17% | -4% | 2% | -2%
CCC(=NCCc1c[nH]c2ccccc12)c1c(O)n(-c2ccc(C)cc2)c(=O)[nH]c1=O | u | -4% | -2% | -1% | 1% | u | x | 2% | -1% | -6%
COCCN=c1scc(-c2cccs2)n1/N=C/c1ccc(O)c(O)c1O | -95% | 3% | u | 3% | -2% | u | -2% | 14% | u | u
C[C@]12C[C@@H](O)[C@H](O)CC1=CCC1C2CC[C@]2(C)C(=O)CCC12 (some centres undefined) | x | 1% | 1% | x | x | x | -2% | 0% | x | x
COCCNC(=O)Cn1cc(C(=O)c2ccccc2F)c2ccccc21 | x | 2% | 1% | -3% | -3% | x | -11% | x | -4% | 1%
CC1=C(C(=O)N2CCC3(CC2)OCCO3)C2(CCC(C)CC2)OC1=O (centres undefined) | 20% | 0% | -2% | -5% | 0% | -1% | 0% | 12% | 0% | -9%
Cc1ccc(CN2C(=O)NC(=O)C3(Cc4c(nc5ccccn5c4=O)N4CCCCCC43)C2=O)cc1 (centres undefined) | 1% | -3% | x | -9% | -2% | -16% | -31% | -8% | 3% | 2%
CC(C(=O)c1c[nH]c2ccccc12)N1CCOCC1 (centres undefined) | 12% | -2% | 17% | -1% | 3% | 2% | -18% | -1% | -2% | -4%
COc1cc(N2CCOCC2)ccc1/C=C1\C(=O)NC(=O)N(Cc2cccs2)C1=O | 1% | -8% | 4% | -1% | -5% | 14% | 6% | 0% | u | 3%
COC(=O)C1=C(c2ccc(OC)c(OC)c2)C[C@@H]2CC[C@H]1N2C(=O)NCCOc1ccccc1 | x | 0% | 15% | -1% | 2% | x | 0% | -6% | -1% | x
CC(=O)OC(C)(C)/C=C/C(=O)[C@](C)(O)C1[C@H](O)C[C@@]2(C)C3CC=C4C(C[C@H](O)C(=O)C4(C)C)[C@]3(C)C(=O)C[C@]12C (some centres undefined) | x | -9% | -15% | x | x | x | -42% | -17% | x | x
CC(C)N1CCN(c2ccc(O)cc2)CC1 | -25% | -2% | -5% | -6% | -2% | -9% | 20% | -5% | 3% | -15%
Cc1cccc(CN2CCN(Cc3ccc(Cl)cc3)CC2)c1 | -51% | -3% | -11% | -2% | 0% | -16% | -38% | -2% | -2% | -17%
COc1cc(CN2CC=C(c3ccc(F)cc3)CC2)cc(OC)c1 | 0% | -5% | -17% | 1% | 1% | -3% | 0% | -4% | -3% | 5%
CC[C@]12c3[nH]c4cc(-c5ccco5)ccc4c3CCN1C(=O)[C@@H](CC(=O)NC/C=C(\C)CCC=C(C)C)C[C@@H]2C(=O)N1CCN(C(=O)c2ccco2)CC1 | x | -4% | u | x | x | x | -67% | 4% | x | x
CC(C(=O)Nc1ccc(Br)cc1C(=O)c1ccccc1)N1CCOCC1 (centres undefined) | -4% | 0% | 2% | 1% | -1% | 11% | -9% | 0% | 0% | 6%
COC(=O)C1=C(c2c(C)noc2C)C[C@@H]2CC[C@H]1N2C(=O)NCc1ccc(F)cc1 | x | 2% | 0% | 1% | -1% | x | 17% | -17% | 3% | x

A portion of the library; rates above refer to the full screens.
